Compound activity as filed in PubChem BioAssay.
FLuc counter = counter-screen for miR-21 project: firefly luciferase inhibitors or activators. P08659. purified FLuc, Km substrates, luminescence inhibition. Potency, µM (series often up to 57.5 µM), for the others: at the top dose activity change, negative = inhibition, hits mostly inhibitors. hit rate 6.9% among 360,000. AID 588342;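 also: potency is read from the fitted curve at half-maximal effect; plate controls were vehicle for no effect and reference inhibitor for full effect; nearly all actives have a fitted effect of over 55% in size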
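Biochemical qHTS of compounds, final roughly 60 µM downward over six points, against 10 nM purified firefly luciferase using Km concentrations of substrates (10 uM D-luciferin, 10 uM ATP) in Tris acetate pH 7.5 buffer; luminescence output.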
Rab9 prom act = Rab9 promoter activation; AID 485297; Huh7 Rab9 promoter-luciferase reporter, luminescence, 24 h; hit rate 2.8% among 320,000; Potency, µM (series often up to 9.22 µM), for the others: top-dose activation, negative = inhibition, most hits filed as activators; also: potency is read from the fitted curve at half-maximal effect; % of control where 0% means no effect; nearly all actives have a fitted effect of over 60% in size
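Luminescence from Amplite-detected luciferase (10 minutes, ambient) reports Rab9 promoter activation. Before that, stable Rab9-luciferase Huh7 cells (1500/well, reduced-serum OP-MEM I plus 10% FBS) were exposed to compound for 24 hours at 37C.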
Gal4-VP16 FLuc = inhibits Gal4-VP16 luciferase reporter, ROR gamma counter-screen. Drosophila S2 Gal4-VP16 UAS-luciferase, luminescence, 20 h. Potency, µM (series often up to 53.6 µM), without a hit: at the top dose activity, negative = inhibition, usual class: inhibitors. hit rate 3.5% among 310,000;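 also: Gal4-VP16 expression switched on by copper sulfate through the metallothionein promoter; potency is read from the fitted curve at half-maximal effect; % is scaled to controls: 0 for no effect and ±100 for the full control effect; nearly all actives have a fitted effect of over 50% in size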
BRCA1 expr up = BRCA1 expression activation | MCF7-BRCA1-FFLuc reporter, luminescence, 48 h; response scale: scaled: vehicle 0%, 10 µM genistein 100% | Potency, µM (doses to about 46.1 µM), for inactives: at the highest dose activation, hits mostly activators | hit rate 1.1% among 380,000 | AID 624202; also: potency is read from the fitted curve at half-maximal effect; nearly all actives have a fitted effect of over 80% in size; some results filed as inactive show a strong effect at the top dose
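48 h compound treatment of MCF7-BRCA1-FFLuc cells (phenol-red free MEM, 37 °C), then 15 min with luciferase substrate and luminescence imaging.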
NPC1 promoter act = activates the NPC1 promoter; Huh7 NPC1 promoter luciferase reporter, 24 h; Potency, µM (highest dose often 9.22 µM), for the others: at the highest dose activation, usual class: activators; hit rate 2.4% among 320,000;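 also: potency is read from the fitted curve at half-maximal effect; % of control where 0% means no effect; nearly all actives have a fitted effect of over 60% in size; reporter is driven by a mutant NPC1 promoter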
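NPC1 promoter–luciferase Huh7 cells; 24 h compound; luminescence.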
TRPV1 ag = agonists of human vanilloid receptor 1 (TRPV1). hit rate 0.19% among 320,000. Q8NER1. TRPV1-expressing cells, Fluo-8 calcium influx, agonist mode. activation, % at 8.33 µM. AID 540275; in the data active = activation above about 80%; inconclusive = between about 30% and that limit; also: 0% is about no effect
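Cells expressing TRPV1 were dye-loaded with Fluo-8 and read kinetically: 10 s baseline, 3 min after compound (agonist portion), then 2 min after EC20 capsaicin (allosteric enhancer portion). Calcium-bound dye fluorescence at 480/520 nm.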
ELG1 DNA repair = ELG1-dependent DNA repair inhibition. Potency, µM (highest dose often 46.1 µM), for the others: top-dose activity change, negative = inhibition, actives largely listed as inhibitors. HEK293T ELG1-luciferase reporter, luminescence, 16 h; DNA damage induced by 5-fluorouridine. hit rate 2.3% among 330,000; also: potency is read from the fitted curve at half-maximal effect; % is scaled to controls: 0 for no effect and ±100 for the full control effect; nearly all actives have a fitted effect of over 55% in size
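Quantitative HTS, concentration-response format. 2,000 cells/well co-treated with 5-fluorouridine and compound, 16 hr in 5% CO2 at 37 °C; ONE-Glo luminescence read after 30 min.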
p53 reactivator = restores transcriptional activity of mutant p53; AID 504706; Potency, µM (titrated, usually from 92.2 µM), without a hit: at the highest dose activity change, positive = activation, most hits filed as activators; H1299 p53-A138V BP100-luciferase reporter, luminescence, 24 h; hit rate 0.063% among 320,000; also: potency is read from the fitted curve at half-maximal effect; % of control where 0% means no effect; nearly all actives have a fitted effect of over 45% in size
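p53-null H1299 cells stably carrying temperature-sensitive p53-A138V and a BP100-luciferase reporter were pinned with compounds (4-point, 1:5 series) and held 24 hrs at 37 deg C. Luminescence was read 10 min after detection reagent.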
ELG1 genotox = genotoxicity induction in ELG1-luciferase HEK293T cells; HEK293T ELG1-luciferase reporter, luminescence, 16 h; Potency, µM (top dose mostly 46 µM), without a hit: at the top dose activity change, positive = activation, hits mostly activators; hit rate 1.3% among 330,000; AID 504466; also: potency is read from the fitted curve at half-maximal effect; % of control where 0% means no effect; nearly all actives have a fitted effect of over 60% in size
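Screening used a luciferase reporter fused to human ELG1 in HEK293T cells. Luminescence was read on a CCD plate imager after 16 hr exposure and 30 min ONE-Glo incubation.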
Tb PFK inh = inhibitors of T. brucei phosphofructokinase; Potency, µM (highest dose often 57.5 µM), for inactives: top-dose activity, negative = inhibition, hits mostly inhibitors; O15648; T. brucei PFK, ADP-Glo luminescence; hit rate 0.17% among 330,000;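 also: potency is read from the fitted curve at half-maximal effect; 0% = uninhibited 1x PFK enzyme wells and -100% = no-enzyme wells; nearly all actives have a fitted effect of over 60% in size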
Target sequence (O15648 whole entry, looked up): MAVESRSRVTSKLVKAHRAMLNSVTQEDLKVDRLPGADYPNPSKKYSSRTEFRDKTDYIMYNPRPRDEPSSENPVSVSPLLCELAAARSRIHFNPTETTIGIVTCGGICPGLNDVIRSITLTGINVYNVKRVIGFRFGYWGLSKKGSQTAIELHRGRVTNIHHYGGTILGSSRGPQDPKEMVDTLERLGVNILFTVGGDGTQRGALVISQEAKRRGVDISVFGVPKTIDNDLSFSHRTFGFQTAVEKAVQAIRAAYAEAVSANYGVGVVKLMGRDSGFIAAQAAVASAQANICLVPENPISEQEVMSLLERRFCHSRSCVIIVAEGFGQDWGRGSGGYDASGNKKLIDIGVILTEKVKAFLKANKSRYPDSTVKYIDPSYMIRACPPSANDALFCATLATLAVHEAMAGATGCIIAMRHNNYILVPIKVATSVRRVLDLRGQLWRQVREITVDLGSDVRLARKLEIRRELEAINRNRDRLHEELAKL
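Luminescent ADP detection (ADP-Glo, two-step: ATP depletion then ADP-to-ATP conversion for luciferase) reported PFK activity after 45 min room-temperature reaction of 1.25 nM enzyme with 0.5 mM F6P and 0.1 mM ATP at pH 8.0.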
RORgamma inh = blocks mouse ROR gamma transcriptional activity; hit rate 5.4% among 310,000; AID 2551; Drosophila S2 Gal4-RORgamma UAS-luciferase reporter, 20 h; Potency, µM (titrated, usually from 53.6 µM), for the others: at the highest dose activity change, negative = inhibition, usual class: inhibitors; also: potency is read from the fitted curve at half-maximal effect; % is scaled to controls: 0 for no effect and ±100 for the full control effect; nearly all actives have a fitted effect of over 60% in size
Target sequence (P51450 whole entry, looked up, the tested form may be a part): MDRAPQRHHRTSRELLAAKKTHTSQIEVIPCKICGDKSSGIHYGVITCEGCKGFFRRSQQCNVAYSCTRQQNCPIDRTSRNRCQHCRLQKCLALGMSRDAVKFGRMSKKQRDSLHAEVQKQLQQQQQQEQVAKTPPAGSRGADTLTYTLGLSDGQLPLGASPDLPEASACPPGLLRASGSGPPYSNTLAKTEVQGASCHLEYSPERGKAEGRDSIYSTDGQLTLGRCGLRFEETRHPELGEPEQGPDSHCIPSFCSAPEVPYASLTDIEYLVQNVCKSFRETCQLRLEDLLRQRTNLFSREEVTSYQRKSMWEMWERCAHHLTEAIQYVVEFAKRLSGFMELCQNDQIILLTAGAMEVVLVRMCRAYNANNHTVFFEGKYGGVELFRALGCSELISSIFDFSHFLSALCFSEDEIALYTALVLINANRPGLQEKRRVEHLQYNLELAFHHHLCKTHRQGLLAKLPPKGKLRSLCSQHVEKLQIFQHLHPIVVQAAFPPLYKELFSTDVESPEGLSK
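Stably transfected Drosophila Schneider cells are the test system, with ROR gamma fused to Gal4 and luciferase under UAS control; luminescence is read after 20 hr of 700 uM copper sulfate induction at ambient temperature.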
Numbers without * were called inactive; ? = inconclusive; / = not tested or not shown; & = joins results of further samples; [ ] = dose if it differs, or a comment. Unless noted, calls follow the shape of the dose curve; as a rule, active = well fitted curve in the direction sought with a large enough effect; inconclusive = small, poorly fitted or top-dose-only effect, or another doubt; inactive = no such curve, though single readings can be large; an effect the other way counts as inactive or inconclusive.

SMILES	FLuc counter	Rab9 prom act	Gal4-VP16 FLuc	BRCA1 expr up	NPC1 promoter act	TRPV1 ag	ELG1 DNA repair	p53 reactivator	ELG1 genotox	Tb PFK inh	RORgamma inh
S=c1[nH]nc(-c2ccc(Cl)cc2)n1CC1CCCO1 (configuration not stated)	-1%	2%	?	20%	-3%	0	1%	-1%	1%	-2%	11µM*
CC1C=Cc2ccccc2N1C(=O)c1ccccc1 (configuration not stated)	3%	1%	-3%	1%	2%	10	13%	3%	0%	0%	-8%
CCOC(=O)c1nn(-c2ccc(C)cc2)c(=O)cc1OCC(=O)Nc1ccc(OC)cc1	0%	2%	/	-39%	0%	1	18%	9%	4%	5%	/
C/C(=C1\SC(N2CCOCC2)=NC1=O)c1ccccc1	0%	-4%	4%	6%	2%	10	-6%	-2%	7%	-4%	7%
CCCCSCCCNC(=O)Nc1cccc(OC)c1	-13%	-26%	5%	-7%	6%	83*	-1%	-3%	0%	-1%	6%
COc1ccc(OC)c(-c2nc(CN3CCCCC3c3cccnc3)c(C)o2)c1 (configuration not stated)	-3%	-4%	9%	-42%	0%	0	-15%	-4%	-1%	1%	-19%
CCOC(=O)C(NC(=O)Nc1ccc(F)cc1)(OCC)C(F)(F)F (configuration not stated)	-1%	-1%	-1%	-7%	2%	-3	-3%	-5%	4%	1%	3%
CC1(C)NC(=O)N(CC(O)COc2ccccc2-c2ccccc2)C1=O (configuration not stated)	-1%	-4%	-7%	-1%	9%	18	-17%	-1%	-5%	1%	14%[10 µM]
Oc1ccccc1-c1cc(-c2ccccc2)n[nH]1	/	/	/	44%	/	/	?	?	?	6%	/
Cc1cc(NC(=O)CSc2nnnn2C)n(-c2ccccc2)n1	2%	2%	-2%	-20%	-3%	-4	11%	-2%	1%	-3%	-3%

Next part; it opens with the five that closed the last part.
SMILES	FLuc counter	Rab9 prom act	Gal4-VP16 FLuc	BRCA1 expr up	NPC1 promoter act	TRPV1 ag	ELG1 DNA repair	p53 reactivator	ELG1 genotox	Tb PFK inh	RORgamma inh
COc1ccc(OC)c(-c2nc(CN3CCCCC3c3cccnc3)c(C)o2)c1 (configuration not stated)	-3%	-4%	9%	-42%	0%	0	-15%	-4%	-1%	1%	-19%
CCOC(=O)C(NC(=O)Nc1ccc(F)cc1)(OCC)C(F)(F)F (configuration not stated)	-1%	-1%	-1%	-7%	2%	-3	-3%	-5%	4%	1%	3%
CC1(C)NC(=O)N(CC(O)COc2ccccc2-c2ccccc2)C1=O (configuration not stated)	-1%	-4%	-7%	-1%	9%	18	-17%	-1%	-5%	1%	14%[10 µM]
Oc1ccccc1-c1cc(-c2ccccc2)n[nH]1	/	/	/	44%	/	/	?	?	?	6%	/
Cc1cc(NC(=O)CSc2nnnn2C)n(-c2ccccc2)n1	2%	2%	-2%	-20%	-3%	-4	11%	-2%	1%	-3%	-3%
CCn1nnc2cc(C(=O)NCCc3ccccc3F)ccc21	1.1µM*	0.4µM*	11µM*	-54%	0.32µM*	5	?	14%	?	1%	?
COc1ccc(C(=O)NC2c3ccccc3-c3ccccc32)cc1	3%	2%	4%	-10%	0%	3	-13%	6%	0%	-1%	-8%
Nc1nnc(N2CCCCC2)s1	12%	3%	2%	12%	-3%	-3	-7%	-1%	1%	-3%	-2%
CC(Nc1nc(-c2ccccc2)nc2ccccc12)c1ccccc1 (configuration not stated)	-1%	4%	-4%	-24%	-3%	4	?	?	-12%	-9%	28%
Cc1cccc(NC(=O)CCC(=O)N/N=C/c2ccco2)c1C	1%	1%	-14%	-4%	-5%	-8	1%	-8%	0%	-3%	12%
Cc1cccc(-c2noc(Cc3ccccc3)n2)c1	?	?	-15%	?	?	4	?	?	?	-5%	-41%
Cc1cc(C)n(CC(=O)NC2CCCN(Cc3ccc(Cl)cc3)C2)n1 (configuration not stated)	4%	3%	-11%	10%	-2%	1	1%	11%	1%	1%	-11%
O=C(CCSc1ccccc1)Nc1nc2c(s1)CCCC2	19µM*	28%	-6%	11µM*	30%	14	?	?	23µM*	-1%	-35%
Cc1cccc(NC(=S)N2CCN(c3cc(C)ccc3C)CC2)c1	3%	-2%	5.6µM*	0%	-3%	23	-9%	-9%	-1%	2%	4µM*
COc1cc(OC)cc(C(=O)N2CCN(Cc3ccccc3[N+](=O)[O-])CC2)c1	1%	-9%	10%	-5%	-2%	-1	-1%	-5%	-3%	-5%	12%
O=C(Cc1cccc2ccccc12)Nc1ccc(-c2cc3ccccc3oc2=O)cc1	0%	-14%	-8%	-61%	-15%	2	?	-7%	5%	-6%	-3%
C=CC(=O)N1C/C=C\C(c2ccc(OC)cc2)N(Cc2ccc(F)cc2)C(=O)C1 (configuration not stated)	2%	-4%	8%&2%	13%	-4%	1	17%	-3%	-3%	-14%	-25%&-43%
O=C1CN(CC(=O)N2CCCCC2)c2ccccc2O1	3%	-5%	15%	-76%	-7%	0	7%	-17%	3%	-2%	-6%
CCN(CC)CCn1cnc2c1c(=O)[nH]c(=O)n2Cc1ccccc1	0%	-3%[1.84 µM]	-3%	-13%	-2%	3	7%	-2%	4%	0%	26%
CCOc1ccc(OCCSc2nc3ccccc3o2)cc1	-18%	-2%	-26%	2%	7%	1	?	17%	10%	-3%	10%
COc1ccc(Cl)cc1C(=O)OCC(=O)c1ccc[nH]1	2%	-2%	/	-9%	2%	4	19%	3%	1%	8%	/
CC(C(=O)NCC1CCCO1)N(C(=O)c1snc(C(N)=O)c1N)c1ccccc1 (configuration not stated)	8%	1%	0%	-2%	-2%	-10	5%	-13%	1%	-3%	7%
COc1ccc(N(C(=O)c2cccnc2)S(=O)(=O)c2ccc3c4c(cccc24)C(=O)N3C)cc1	-1%	-3%	?	-44%	-5%	0	-2%	-3%	8%	0%	-15%
CC(NC(=O)c1cccs1)C(S)c1ccccc1 (configuration not stated)	0%	3%	-1%	-1%	-2%	1	-18%	-8%	-5%	2%	24%
Cc1c(NC(=O)c2cnc(Cl)c(Cl)c2)c(=O)n(-c2ccccc2)n1C	2%	3%	-9%	-10%	6%	-1	4%	4%	-4%	0%	-14%
CC1C(=O)Nc2ccccc2N1C(=O)c1ccc(F)cc1F (configuration not stated)	1%	-2%	18%	-2%	0%	-4	4%	0%	-3%	0%	27%
COc1ccc2c(c1)OC(O)(C(F)(F)F)CC2=O (configuration not stated)	-2%	5%	-11%	26%	0%	-1	-22%	27%	0%	2%	-25%
COc1ccc(CCn2c(=N)c(C(=O)NCC3CCCO3)cc3c(=O)n4ccccc4nc32)cc1OC (configuration not stated)	-4%	6%	-8%	2%	2%	6	?	9%	-3%	1%	-4%
Cc1ccc(-c2n[nH]c(=O)c3ccccc23)cc1S(N)(=O)=O	0%	-2%	-10%	2%	4%	3	-4%	1%	-4%	-2%	0%
CCCC(=O)NC(c1ccco1)c1c(O)ccc2ccccc12 (configuration not stated)	-1%	-1%	11%[0.365 µM]	-41%	-1%	-3	0%	5%	5%	-1%	1%
Cc1c(C(=O)N/N=C/c2cccs2)nc2ccccn12	-9%	-2%	-5%	20%	0%	-5	?	?	2%	2%	14%
CC(=O)Nc1cc(-c2nn3c(C)nnc3s2)ccc1C	2%	-1%	-5%	0%	8%	/	?	6%	6%	4%	?
CC12CCC(C(=O)Nc3ccncc3)(CC1O)C2(C)C (configuration not stated)	2%	4%	2%	-4%	-5%	-3	2%	-2%	1%	-2%	-3%
CC(C)OC(=O)CC1C(=O)NCCN1C(=S)NC(=O)c1ccccc1 (configuration not stated)	1%	-1%[1.84 µM]	-18%[10 µM]	-6%	-2%	-1	0%	1%	-1%	0%	18%
CC(c1ccccc1)N1C(=O)C2C3CCC(C3)C2C1=O (configuration not stated)	2%	-1%	-5%	-21%	0%	-5	29%	-7%	2%	-4%	0%
